FAS TE block: inhibitors of human fatty acid synthase thioesterase domain; recombinant FAS-TE, OMFH fluorogenic substrate, fluorescence endpoint; inhibition, % at 15 µM; hit rate 0.67% among 360,000; AID 602261;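 active = compounds whose normalised, plate-corrected inhibition of enzyme fluorescence in the single-dose primary screen is 50% or more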;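 note: 0% = DMSO with enzyme and 100% = substrate without enzyme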
MsrA inhibitor: inhibitors of bovine MsrA | purified bovine MsrA, absorbance read-out | inhibition, % at 15.5 µM | hit rate 0.75% among 360,000 | AID 651718; in the data active = inhibition above about 4.5%;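 note: 0% = vehicle wells with enzyme and 100% = reference inhibitor wells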
Rin1-Abl PPI inh: inhibitors of human Rin1-Abl protein interaction. inhibition, % at 7.35 µM. TR-FRET Rin1/Abl binding, biochemical. AID 588664. P00519+Q13671. hit rate 0.4% among 360,000; in the data active = inhibition above about 5%, passing the limit was not always enough
MLLE-PAM2 inh: inhibitors of microRNA-mediated deadenylation, human PABP1 MLLE binding | P11940 | GST-MLLE / FITC-PAM2 fluorescence polarization | inhibition, % at 20 µM | hit rate 0.36% among 360,000; in the data active = inhibition above about 35%, passing the limit was not always enough;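 note: plate controls were DMSO wells with GST-MLLE for no effect and wells lacking GST-MLLE protein for full effect; some results filed as inactive read as strong as hits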
Neddylation inh: blocks human cullin neddylation; P61081+Q13564; calls only at 25 µM; AID 651699; hit rate 0.58% among 360,000; TR-FRET cullin neddylation, biochemical; in the data active = inhibition above about 36%
E coli Lon inh: E. coli protease La inhibition. purified E. coli Lon protease, fluorescence polarization. inhibition, % at 7.94 µM. hit rate 0.42% among 360,000. AID 602123; in the data active = inhibition above about 13%, passing the limit was not always enough;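 note: 0% = enzyme with probe and DMSO and 100% = no enzyme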
Target sequence (P0A9M0 whole entry, looked up): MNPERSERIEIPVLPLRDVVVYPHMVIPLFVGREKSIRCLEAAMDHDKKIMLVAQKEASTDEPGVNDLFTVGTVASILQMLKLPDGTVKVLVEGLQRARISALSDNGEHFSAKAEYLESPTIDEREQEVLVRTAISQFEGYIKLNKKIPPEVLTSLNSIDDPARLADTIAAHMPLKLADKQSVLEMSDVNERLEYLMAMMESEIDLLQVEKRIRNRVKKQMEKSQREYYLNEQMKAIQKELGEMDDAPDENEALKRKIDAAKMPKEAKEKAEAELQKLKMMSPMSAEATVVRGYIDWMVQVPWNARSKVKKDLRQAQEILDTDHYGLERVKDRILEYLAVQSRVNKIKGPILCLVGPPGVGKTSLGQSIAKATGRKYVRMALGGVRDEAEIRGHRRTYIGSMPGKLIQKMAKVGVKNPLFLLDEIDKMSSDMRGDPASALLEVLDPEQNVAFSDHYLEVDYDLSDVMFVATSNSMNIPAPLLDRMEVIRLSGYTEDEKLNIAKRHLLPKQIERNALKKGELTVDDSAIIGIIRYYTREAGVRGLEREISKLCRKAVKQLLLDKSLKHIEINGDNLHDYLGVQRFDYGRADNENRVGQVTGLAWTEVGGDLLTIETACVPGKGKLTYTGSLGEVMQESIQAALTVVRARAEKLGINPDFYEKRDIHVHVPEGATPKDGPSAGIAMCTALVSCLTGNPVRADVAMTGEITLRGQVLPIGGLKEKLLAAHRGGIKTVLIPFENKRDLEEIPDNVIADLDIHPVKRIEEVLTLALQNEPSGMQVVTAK
bovine MsrA act: bovine methionine sulfoxide reductase A activation. activation, % at 10.6 µM. AID 602163. purified bovine MsrA, absorbance read-out. hit rate 0.3% among 360,000; in the data active = activation above about 7.5%;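 note: 0% = vehicle and 100% = reference activator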
Tb MetRS inh: Trypanosoma brucei MetRS inhibition. inhibition, % at 11.9 µM. AID 624268. purified T. brucei MetRS, ATP depletion, Kinase-Glo luminescence. hit rate 0.4% among 360,000;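 active = inhibition above a per-plate cutoff of the control wells' mean inhibition plus 3 SD, cut at about 5.5% in these data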;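 note: 0% = DMSO wells median and 100% = median of wells with control inhibitor compound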
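Measured by: Kinase-Glo luciferase luminescence reporting remaining unconsumed ATP. Material: purified T. brucei MetRS enzyme. Doses: 11.9 µM compound single dose, 0.9% DMSO. Medium: HEPES buffer containing pyrophosphatase, BSA, spermine, DTT. Times: 15 min preincubation, 2 h reaction, all 25 °C. Reagent: methionine, ATP and bulk E. coli tRNA.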
CSN deneddyl inh: inhibitors of human CSN-mediated cullin deneddylation. AID 651999. Q92905. Purified CSN, SCF-Nedd8-OG deneddylation, fluorescence polarization. hit rate 0.38% among 360,000. inhibition, % at 12.5 µM;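 active = pattern-corrected inhibition above about 35%, with an unprinted fluorescence ratio check between 0.5 and 1.5, limit read from the data, passing the limit was not always enough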;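 note: 0% = enzyme with substrate and 100% = substrate without enzyme; some results filed as inactive read as strong as hits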
Target sequence (Q92905 whole entry, looked up, one chain of several): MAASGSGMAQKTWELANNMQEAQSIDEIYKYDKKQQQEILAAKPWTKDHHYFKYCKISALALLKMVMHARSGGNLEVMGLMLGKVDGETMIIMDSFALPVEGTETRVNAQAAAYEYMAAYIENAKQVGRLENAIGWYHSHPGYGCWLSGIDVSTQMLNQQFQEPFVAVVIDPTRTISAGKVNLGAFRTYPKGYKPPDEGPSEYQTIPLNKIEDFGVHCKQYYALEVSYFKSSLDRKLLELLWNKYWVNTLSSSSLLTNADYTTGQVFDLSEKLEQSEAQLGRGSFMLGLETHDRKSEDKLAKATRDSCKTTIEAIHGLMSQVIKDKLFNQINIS
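assay system = purified human Csn5 enzyme expressed in HEK293T cells | amount = 0.24 nM enzyme | buffer or medium = Tris/NaCl/DTT buffer, pH 7.5 | reagent = 10 nM SCFSkp2-Nedd8OG | compound = one concentration, 12.5 µM, 0.25% DMSO | times = 90 min reaction at room temperature | signal = FP | read-out basis = % inhibition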
The depositor's hits bear a star; i = inactive; nt = no result given.

| smiles | FAS TE block | MsrA inhibitor | Rin1-Abl PPI inh | MLLE-PAM2 inh | Neddylation inh | E coli Lon inh | bovine MsrA act | Tb MetRS inh | CSN deneddyl inh |
| --- | --- | --- | --- | --- | --- | --- | --- | --- | --- |
| COc1ccc(C=C2C=C(C(C)(C)C)C(=O)C(C(C)(C)C)=C2)cc1OC | 1 | -1.2 | -3 | 13 | i | 3 | -1 | 0.0 | 8 |
| COc1cccc(C(=O)NC2CC3CCCC(C2)N3S(=O)(=O)c2ccccc2)c1 (stereo not drawn) | 4 | -2.2 | -1 | 5 | i | -11 | -1 | 0.2 | 1 |
| COc1ccc(C(C(=O)NCC2CCCO2)N(C(=O)CNC(=O)c2ccco2)c2ccccc2)cc1OC (stereo not drawn) | -4 | 0.9 | -1 | 2 | i | -2 | -4 | 0.1 | 2 |
| Cn1cccc1/C=N/NC(=O)c1ccc[n+]([O-])c1 | -3 | 2.6 | -1 | 7 | i | 9 | -2 | -1.1 | -4 |
| CNC[C@@H](Cc1ccccc1)NC[C@@H](CC1CCCCC1)NCCCc1ccccc1 | -1 | -1.1 | 0 | -17 | i | -8 | -2 | -0.3 | 14 |
| O=C(Oc1ccccc1N1CCOCC1)c1ccccc1 | -3 | -0.8 | 1 | -7 | i | 2 | -3 | 1.0 | -1 |
| Nc1nc(SCC(=O)Nc2ccc(Cl)c(S(=O)(=O)N3CCOCC3)c2)n[nH]1 | -16 | -0.3 | 1 | -7 | i | -4 | -4 | -1.3 | 0 |
| CCCCCc1cc(=O)oc2c(C(CCN3CCCC(C)C3)c3ccc4c(c3)OCO4)c(OC)cc(OC)c12 (stereo not drawn) | 9 | 0.9 | -1 | 2 | i | 3 | -1 | -0.2 | -1 |
| COc1ccc(C(=O)OCCN2C(=O)c3ccccc3C2=O)cc1 | 20 | -0.9 | -3 | -7 | i | -4 | -1 | -0.1 | 5 |
| Cc1cccc(C)c1NCc1n[nH]c(=S)n1-c1ccccc1 | -2 | -2.1 | 1 | 15 | i | -4 | 1 | 0.2 | -5 |
| CC(=O)c1cccc(NS(=O)(=O)c2ccc(-c3cc(C)no3)s2)c1 | -5 | 1.1 | 0 | -12 | i | 8 | -1 | 0.5 | 0 |
| Fc1ccccc1NC(=S)N(CCCN1CCOCC1)Cc1cccnc1 | -3 | -0.4 | -2 | -3 | i | -1 | -5 | -1.0 | 0 |
| CC(C)(CNCc1ccccc1)NS(=O)(=O)c1ccc(Cl)cc1 | 2 | -0.4 | 6 | -12 | i | -6 | -2 | -0.3 | 1 |
| Cc1onc(-c2ccccc2Cl)c1C(N)=O | -6 | 0.4 | -2 | -7 | i | 0 | -3 | -1.4 | 0 |
| Cc1ccc(NC(=O)CNC2CCCCC2)cc1Cl | -1 | 1.0 | -2 | -5 | i | 1 | -9 | -1.1 | 4 |
| Cc1ccc2nc(SCC(=O)Nc3cccc(S(=O)(=O)NC4=NCCCCC4)c3)[nH]c2c1 | -2 | -0.8 | -2 | -54 | i | 11 | 1 | 1.4 | 3 |
| COc1ccc(C(=O)NC2CCN(C(=S)NCCc3ccccc3)CC2)cc1 | 3 | 1.6 | 2 | -90 | i | 4 | -1 | -0.6 | -8 |
| Cc1nn(C)c(C(=O)NC(=S)Nc2ccccc2O)c1Cl | 7 | -0.3 | 3 | 35 | i | 5 | -5 | -0.5 | 1 |
| O=C(CSCc1ccc([N+](=O)[O-])cc1)Nc1cccc(C(=O)Nc2ccccc2C(=O)O)c1 | 4 | 1.0 | 12* | 7 | i | -7 | -3 | 0.8 | 4 |
| O=C(CCC1CCCCC1)NCCN1C2=NC[C@@H](Cc3ccccc3)N2C[C@H]1Cc1ccc(O)cc1 | -4 | 0.8 | 4 | -7 | i | 7 | -8 | -0.3 | 0 |
| CC#CCN1c2ccccc2[C@]23C[C@@H](C(=O)OC)N(C(=O)NC(C)(C)C)C2=NC(C(=O)OC)=C(C(=O)OC)[C@H]13 | 40 | 0.4 | 5 | -11 | i | 1 | -5 | -0.3 | -4 |
| CCN(CC)S(=O)(=O)c1cccc(C(=O)N/N=C2\CC(=O)CC(C)(C)C2)c1 | -1 | 2.0 | 1 | -26 | i | 23 | 3 | 0.2 | 10 |
| CC(C)n1ncc2c(C(=O)Nc3cccc(C#N)c3)cc(C3CC3)nc21 | 37 | -0.3 | 3 | -3 | i | 5 | -1 | 0.0 | 1 |
| O=C(CO/N=C/c1ccccc1OC(F)F)NC1CCCCC1 | -2 | -0.1 | 2 | 0 | i | -1 | -2 | -0.3 | 1 |
| O=C(CSc1nnc(COc2ccc(Cl)cc2)n1Cc1ccco1)N1CCNC1=O | 4 | -0.6 | -2 | -81 | i | 12 | -1 | -0.3 | 4 |
| O=C1CCCN1CCCNc1ncccc1[N+](=O)[O-] | -5 | 0.1 | -4 | 12 | i | -16 | -5 | -0.5 | 2 |
| Cc1ccsc1/C=N/NC(=O)c1nnn(-c2nonc2N)c1-c1ccccc1 | 2 | 3.8 | -1 | -10 | i | -6 | -3 | -0.2 | 2 |
| CCOc1cc(/C=C2\C(=O)NN(c3ccccc3)C2=O)cc([N+](=O)[O-])c1O | -5 | 2.7 | 1 | -19 | i | -1 | -5 | 0.7 | 6 |
| COc1cccc(Nc2nc(NCCO)nc(N3CCCC3)n2)c1 | -7 | 0.6 | 3 | -4 | i | 8 | -4 | -0.1 | 7 |
| COc1cccc(CN(CC(=O)NCc2ccccc2)C(=O)c2csnn2)c1 | 2 | -1.0 | -1 | 31 | i | -6 | -4 | 2.2 | 0 |
| Cc1ccc(CN=c2c([N+](=O)[O-])nn(-c3ccc(Cl)cc3)n2O)cc1 | 17 | 3.3 | -4 | 7 | i | 1 | -4 | -0.1 | 1 |
| Cc1ccn(CC(=O)N2CCCC(Nc3ccc(F)c(F)c3)C2)n1 (stereo not drawn) | -8 | -0.1 | 0 | -6 | i | -2 | -5 | -0.1 | 0 |
| COC(=O)c1cc2sc(Cl)cc2n1CC(=O)Nc1ccc(OC)c(OC)c1OC | 8 | 0.1 | 3 | -8 | i | 2 | -9 | -0.6 | 3 |
| COc1ccc(CCN(C)C2CCCN(S(=O)(=O)c3ccccc3F)C2)cc1OC (stereo not drawn) | 2 | 0.6 | -2 | 10 | i | 0 | 2 | -0.8 | -2 |
| Cc1ccccc1NC(=O)c1csc2c1CCCC2 | 5 | -0.7 | -2 | 0 | i | -6 | -2 | 0.5 | 2 |
| CC1CCN(C(=O)CCc2nc3cc(S(=O)(=O)N(C)C)ccc3n2C)CC1 | -1 | 0.3 | -1 | 4 | i | 5 | 0 | 0.2 | 5 |
| Cc1cccc(S(=O)(=O)N/N=c2\sc3ccccc3n2C)c1 | -2 | -0.2 | 1 | 1 | i | -4 | -14 | 0.0 | -2 |
| CCOC(=O)c1cc(C(=O)n2cc(Cl)cn2)nn1C | 14 | -0.5 | 2 | 5 | i | 8 | -3 | 0.2 | -14 |
| COc1ccc(NC(=O)CCNS(=O)(=O)c2ccc3c(c2)CC(C)N3C(=O)C2CC2)cc1 (stereo not drawn) | -6 | 0.2 | 0 | 3 | i | -4 | -2 | 0.3 | -1 |
| CSc1ccccc1C(=O)OCC(=O)N1CCCCCC1 | 0 | 0.2 | 2 | 3 | i | -10 | -1 | -0.3 | -1 |

A run of entries taken from the entries so far, for reference:
| smiles | FAS TE block | MsrA inhibitor | Rin1-Abl PPI inh | MLLE-PAM2 inh | Neddylation inh | E coli Lon inh | bovine MsrA act | Tb MetRS inh | CSN deneddyl inh |
| --- | --- | --- | --- | --- | --- | --- | --- | --- | --- |
| Cc1ccccc1NC(=O)c1csc2c1CCCC2 | 5 | -0.7 | -2 | 0 | i | -6 | -2 | 0.5 | 2 |
| CC1CCN(C(=O)CCc2nc3cc(S(=O)(=O)N(C)C)ccc3n2C)CC1 | -1 | 0.3 | -1 | 4 | i | 5 | 0 | 0.2 | 5 |
| Cc1cccc(S(=O)(=O)N/N=c2\sc3ccccc3n2C)c1 | -2 | -0.2 | 1 | 1 | i | -4 | -14 | 0.0 | -2 |
| CCOC(=O)c1cc(C(=O)n2cc(Cl)cn2)nn1C | 14 | -0.5 | 2 | 5 | i | 8 | -3 | 0.2 | -14 |
| COc1ccc(NC(=O)CCNS(=O)(=O)c2ccc3c(c2)CC(C)N3C(=O)C2CC2)cc1 (stereo not drawn) | -6 | 0.2 | 0 | 3 | i | -4 | -2 | 0.3 | -1 |
| CSc1ccccc1C(=O)OCC(=O)N1CCCCCC1 | 0 | 0.2 | 2 | 3 | i | -10 | -1 | -0.3 | -1 |

Next section.
| smiles | FAS TE block | MsrA inhibitor | Rin1-Abl PPI inh | MLLE-PAM2 inh | Neddylation inh | E coli Lon inh | bovine MsrA act | Tb MetRS inh | CSN deneddyl inh |
| --- | --- | --- | --- | --- | --- | --- | --- | --- | --- |
| Cc1ccsc1-c1nc(CSCC(=O)NCCN2CCCC2)c(C)o1 | -14 | -0.8 | 3 | -6 | nt | -15 | -6 | -1.1 | -2 |
| COc1cc(OC)c2c(-c3ccccc3)cc(=O)oc2c1C(CCN1CCOCC1)c1ccc(N(C)C)cc1 (stereo not drawn) | 12 | -1.1 | 0 | 10 | i | 5 | -1 | -0.5 | -1 |
| CC(CCc1ccccc1)N(C)CC(O)c1cccc([N+](=O)[O-])c1 (stereo not drawn) | 4 | -1.2 | -1 | 6 | i | 4 | -8 | 0.0 | 0 |
| COc1ccc(CNC(=O)CCC(=O)Nc2nnc(CC(C)C)s2)cc1 | -8 | 1.3 | 1 | -5 | i | -8 | 0 | 1.2 | 6 |
| Cc1ccc(C(=O)NCCOc2cccc3cccnc23)cc1Cl | -1 | 1.1 | 2 | -3 | i | 7 | -6 | -0.5 | -1 |
| COc1ccc(-c2sc(NC(C)=O)nc2-c2ccccc2)cc1 | 21 | 0.3 | 1 | -8 | i | -6 | -10 | -1.1 | 0 |
| COc1cc(OC)cc(C(=O)N[C@H](C(=O)OCC(=O)Nc2sccc2C#N)C(C)C)c1 | 4 | 0.0 | 0 | -25 | i | -6 | -14 | -0.7 | 10 |
| CCOC(=O)C1=C(C)Nc2nc(C)nn2C1c1cc(OC)ccc1OC (stereo not drawn) | -2 | 0.9 | -1 | -1 | i | -3 | 2 | 0.3 | 3 |
| CCc1cc2c(N[C@@H](C)C(=O)O)ncnc2s1 | -2 | -0.1 | 3 | -13 | i | -9 | -2 | 0.0 | -4 |
| COc1ccc(COC(=O)Nc2cc3c(C(F)(F)F)nn(C)c3s2)cc1 | 17 | -1.1 | -1 | -126 | i | -6 | -8 | -0.3 | -3 |
| COCCN(C(=O)CSc1nc(N)cc(=O)[nH]1)c1c(N)n(Cc2ccccc2)c(=O)[nH]c1=O | -6 | -1.3 | 0 | 29 | i | 3 | 0 | -0.3 | 3 |
| O=C(CCS(=O)(=O)Cc1ccc(Cl)cc1)NCCc1ccccc1 | -6 | -1.7 | -1 | 2 | i | 1 | -2 | -0.4 | -6 |
| Cc1ccccc1C(=O)NC(=S)N(Cc1ccccc1)c1ccccn1 | 0 | -0.3 | 4 | -31 | i | -11 | -1 | -0.2 | 3 |
| S=C(Nc1ccccc1)Nc1ccccc1-n1cccc1 | 0 | 2.2 | -31 | 4 | i | 2 | -2 | 0.2 | 5 |
| CC1=C(C(=O)N(C)C)CC(CC(=O)NCC2CCCCC2)C(=O)N1CCC1=CCCCC1 (stereo not drawn) | 4 | 0.4 | -2 | -9 | i | 5 | 1 | 0.2 | 1 |
| C=CCN(C(=O)CCC(=O)Nc1cc(C)on1)C(C(=O)NC1CCCC1)c1ccc(OC)cc1OC (stereo not drawn) | -5 | -0.5 | 2 | -6 | i | -2 | -4 | -0.2 | 5 |

Screens: PubChem BioAssay, several laboratories
